Source: PubChem
FUS yeast rescue: qHTS for Suppressors of FUS Proteinopathy: Primary screen using FUS-linked yeast assay; Potency, µM (titrated, usually from 76.6 µM), inactives show at the top dose growth rescue (activation), actives largely listed as activators; 390,000 compounds, 0.24% hits; S. cerevisiae FUS-expressing, growth rescue, OD600, 24 h;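 further: potency means the concentration at half of the fitted maximal effect; plate controls were DMSO vehicle for no effect and reference control for full effect; nearly all actives have a fitted effect of over 55% in size; some results filed as inactive show a strong effect at the top dose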
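Read-out: OD at 600 nm after 24hr at 30C, reporting rescue of FUS-induced yeast toxicity. Cells at OD 0.005 in galactose (2%) minimal medium; compounds tested in a dilution series; CP55940 titration from 92uM final as control.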
GLP1R inv ag: qHTS of GLP-1 Receptor Inverse Agonists (Inhibition Mode); Glucagon-like peptide 1 receptor (Homo sapiens), P43220; HEK293 GLP-1R CRE-luciferase, luminescence, 24 h; GLP-1R form is constitutively active; Potency, µM (titrated, usually from 38.3 µM), without a hit: top-dose activity change, negative = inhibition, most hits filed as inhibitors; 410,000 compounds, 1.6% hits; AID 624417, 2012; further: potency means the concentration at half of the fitted maximal effect; on the % scale 0 is the no-effect control and ±100 the full control effect; nearly all actives have a fitted effect of over 55% in size
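Stable HEK293 clone (constitutively active GLP-1R + cAMP-response luciferase); 200 cells/uL plated, 12 h pre-culture, compound 24 hr, 37 deg C/5% CO2; detection reagent 12 min RT; luminescence.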
PTHR1 ag: qHTS for PTHR1 Agonists: Primary Screen | Parathyroid hormone/parathyroid hormone-related peptide receptor (Homo sapiens), Q03431 | HEK293 GP2 PTHR1 cells, GloSensor cAMP luminescence, 1 h | Potency, µM (titrated, usually from 115 µM), inactives show at the highest dose activation, usual class: activators | 410,000 compounds, 0.075% hits; further: potency means the concentration at half of the fitted maximal effect; nearly all actives have a fitted effect of over 55% in size; some results filed as inactive show a strong effect at the top dose; inactives centre near -15; many of its hits are not listed in these tables
Target sequence (Q03431 whole entry, looked up): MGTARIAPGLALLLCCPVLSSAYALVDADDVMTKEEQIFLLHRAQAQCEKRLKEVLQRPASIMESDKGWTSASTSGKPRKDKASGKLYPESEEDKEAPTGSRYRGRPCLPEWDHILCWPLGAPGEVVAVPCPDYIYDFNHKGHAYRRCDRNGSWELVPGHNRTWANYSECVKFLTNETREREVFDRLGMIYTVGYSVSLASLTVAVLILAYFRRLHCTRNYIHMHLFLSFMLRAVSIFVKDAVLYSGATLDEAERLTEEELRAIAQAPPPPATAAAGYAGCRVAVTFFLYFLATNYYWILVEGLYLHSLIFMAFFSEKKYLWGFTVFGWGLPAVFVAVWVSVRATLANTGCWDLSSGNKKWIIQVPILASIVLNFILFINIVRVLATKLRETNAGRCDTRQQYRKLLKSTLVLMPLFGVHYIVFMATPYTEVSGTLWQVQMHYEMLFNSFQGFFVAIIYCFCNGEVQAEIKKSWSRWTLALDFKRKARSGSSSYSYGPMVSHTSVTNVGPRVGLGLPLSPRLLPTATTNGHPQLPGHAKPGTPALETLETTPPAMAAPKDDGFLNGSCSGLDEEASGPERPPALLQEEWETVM
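HEK-293-derived GP2 cells expressing PTHR1 and a GloSensor cAMP reporter, 3,000/well, plated overnight, given luciferin plus IBMX (each 0.5 mM as added) for 1 h at 37 °C, then compound for 1 h at 37 °C. Luminescence was read after 15 min at room temperature.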
GLP-1R agonist: qHTS of GLP-1 Receptor Agonists; Glucagon-like peptide 1 receptor (Homo sapiens), P43220; HEK293 GLP-1R CRE-luciferase, luminescence, 4-6 h; cells express a hypersensitive GLP-1R form; Potency, µM (series often up to 45.6 µM), without a hit: top-dose activation, hits mostly activators; 380,000 compounds, 0.007% hits; AID 624172, 2012; further: potency means the concentration at half of the fitted maximal effect; % of control where 0% means no effect
TDP-43 yeast inh: qHTS of TDP-43 Inhibitors; Potency, µM (titrated, usually from 46.1 µM), for inactives: at the top dose growth rescue (activation), actives largely listed as activators; AID 652104, 2013; 410,000 compounds, 1.8% hits; TDP-43 expressing yeast growth rescue, BacTiter-Glo, 24 h; further: potency means the concentration at half of the fitted maximal effect; % of control where 0% means no effect; nearly all actives have a fitted effect of over 50% in size
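Galactose-induced TDP-43 yeast, OD600=0.02, compound pinned; 24 hr, 30 deg C; BacTiter-Glo luminescence for growth. Inhibitors of TDP-43 toxicity read as activators.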
pAkt inh: HTS Assay for Inhibitors of Akt Phophorylation: Primary Screen; Neuro2A IGF-stimulated pAkt S473 HTRF, 20 min; stronger effect = lower value; activity change, % for hits at 50 µM; 360,000 compounds, 0.32% hits; AID 651550, 2012; in the data active means activity change below about -80%; inconclusive means mostly about -51% to -80%; further: on the % scale 0 is the no-effect control and ±100 the full control effect
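Single-point screen (50 µM final compound) in Neuro2A cells stimulated 20 min with 6 nM IGF at 37 deg C. After lysis, Ser473-phosphorylated Akt read by HTRF (ex 330 nm, em 615/665 nm) as the 665/615 ratio.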
Abeta yeast res: qHTS for compounds that reverse cellular toxicity of Amyloid beta (A-beta) peptide in yeast: Primary Screen; 410,000 compounds, 0.063% hits; yeast expressing A-beta42, growth rescue, OD600, 48 h; response scale: 0% DMSO, 100% iron-clioquinol control; AID 1347071, 2019; Potency, µM (highest dose often 46.1 µM), for inactives: top-dose growth rescue, most hits filed as activators; further: potency means the concentration at half of the fitted maximal effect; nearly all actives have a fitted effect of over 55% in size
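Growth rescue measured by 600 nm absorbance after 48 h yeast culture at 30 C with compound. Values normalized between DMSO and an equimolar ferric chloride plus clioquinol control.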
D3 antag: qHTS of D3 Dopamine Receptor Antagonist: qHTS; D(3) dopamine receptor (Homo sapiens), P35462; D3R cells, DiscoveRx beta-arrestin luminescence, antagonist mode; stronger effect = lower value; max response, negative = inhibition, %; 360,000 compounds, 2.5% hits; in the data active means max response below about -50%; inconclusive means no clear call, values can overlap the other calls; further: on the % scale 0 is the no-effect control and ±100 the full control effect; mostly tested at two doses, the higher about 12 µM
Target sequence (P35462 whole entry, looked up): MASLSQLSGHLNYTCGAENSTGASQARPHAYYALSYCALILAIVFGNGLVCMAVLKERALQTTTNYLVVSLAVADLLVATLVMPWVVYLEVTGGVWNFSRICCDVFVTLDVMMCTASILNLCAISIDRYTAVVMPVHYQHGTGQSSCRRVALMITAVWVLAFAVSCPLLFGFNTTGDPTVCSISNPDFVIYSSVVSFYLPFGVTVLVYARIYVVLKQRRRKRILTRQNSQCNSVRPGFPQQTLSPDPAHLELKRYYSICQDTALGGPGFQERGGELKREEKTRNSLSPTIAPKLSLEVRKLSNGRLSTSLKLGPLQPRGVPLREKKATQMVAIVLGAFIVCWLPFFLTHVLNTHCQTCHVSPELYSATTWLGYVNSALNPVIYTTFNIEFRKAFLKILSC
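Cells expressing the human receptor were seeded at 1500 cells/well, incubated overnight at 37 degrees C in 5% CO2, then exposed to library compounds with dopamine controls for 90 minutes at 37 degrees C before luminescent detection.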
aSyn rescue: qHTS of alpha-syn Inhibitors. Yeast expressing alpha-synuclein, growth rescue, BacTiter-Glo, 24 h. AID 652106, 2013. Potency, µM (titrated, usually from 46.1 µM), without a hit: at the top dose growth rescue (activation), hits mostly activators. 370,000 compounds, 0.14% hits; further: potency means the concentration at half of the fitted maximal effect; % of control where 0% means no effect; nearly all actives have a fitted effect of over 65% in size
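Readout is rescue of growth in alpha-synuclein-expressing yeast, so inhibitors of toxicity appear as activators. Growth after 24 hr at 30 deg C in galactose medium is quantified by luminescence.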
Numbers without * were called inactive; [ ] = remark or other dose. Unless noted, the call rests on the fitted dose curve; in most records, active means well fitted curve in the direction sought with a large enough effect; inconclusive means small, poorly fitted or top-dose-only effect, or another doubt; inactive means no such curve, though single readings can be large; an effect the other way counts as inactive or inconclusive.

Results for COc1cc(NC(=O)C[n+]2ccc(C(=O)c3ccccc3)cc2)cc(OC)c1 ?
FUS yeast rescue: 6%; GLP1R inv ag: 2%; PTHR1 ag: -2%; GLP-1R agonist: 0%; TDP-43 yeast inh: 0%; pAkt inh: inactive; Abeta yeast res: -3%; D3 antag: -72*; aSyn rescue: 3%

What do the screens show for `Cc1onc(-c2c(F)cccc2Cl)c1C(=O)NC1CC1`?
FUS yeast rescue: -7%; GLP1R inv ag: -7%; PTHR1 ag: inactive; GLP-1R agonist: -4%; TDP-43 yeast inh: 0%; pAkt inh: inactive; Abeta yeast res: -14%; D3 antag: -9; aSyn rescue: 2%

Results for O=C(CSc1n[nH]c(-c2ccccc2)n1)N1CCN(c2ccccc2F)CC1 ?
FUS yeast rescue: 13%; GLP1R inv ag: 8%; PTHR1 ag: -6%; TDP-43 yeast inh: inconclusive; Abeta yeast res: 4%

Results for Nc1nnc(SCC(=O)Nc2ccc(S(=O)(=O)N3CCOCC3)cc2)s1 ?
FUS yeast rescue: 31%; GLP1R inv ag: -5%; PTHR1 ag: inactive; GLP-1R agonist: -17%; TDP-43 yeast inh: -5%; pAkt inh: inactive; Abeta yeast res: -5%; D3 antag: -19; aSyn rescue: 2%

What do the screens show for `O=C(NCCCN1CCN(c2cccc(Cl)c2)CC1)c1sc2ncccc2c1-n1cccc1`?
FUS yeast rescue: 21%; GLP1R inv ag: inconclusive; PTHR1 ag: -20%; TDP-43 yeast inh: 16%; Abeta yeast res: -4%

Results for O=C1CC(c2ccccc2)CC(O)=C1C=NC1CCCCC1 (configuration not stated) ?
FUS yeast rescue: 16%; GLP1R inv ag: 0%; PTHR1 ag: -30%; GLP-1R agonist: 3%; TDP-43 yeast inh: -17%; pAkt inh: inactive; Abeta yeast res: -29%; D3 antag: -21; aSyn rescue: 1%

How did C=CCc1ccccc1OCC(O)CN1CCN(c2ccccc2F)CC1 (configuration not stated) do in these assays?
FUS yeast rescue: 22%; GLP1R inv ag: 10µM*; PTHR1 ag: -9%; GLP-1R agonist: -6%; TDP-43 yeast inh: 23%; pAkt inh: inactive; Abeta yeast res: 1%; D3 antag: inconclusive; aSyn rescue: 1%

What do the screens show for `Cc1ccc(NC(=O)CCOc2ccccc2)cc1S(=O)(=O)Nc1ccccc1Cl`?
FUS yeast rescue: 20%; GLP1R inv ag: inconclusive; PTHR1 ag: -31%; GLP-1R agonist: 5%; TDP-43 yeast inh: -1%; pAkt inh: inactive; Abeta yeast res: -9%; D3 antag: -22; aSyn rescue: -1%

How did O=C(O)c1ccccc1C(=O)N1CCN(C(=O)c2ccccc2Cl)CC1 do in these assays?
FUS yeast rescue: 1%; GLP1R inv ag: 4%; PTHR1 ag: inactive; GLP-1R agonist: -1%; TDP-43 yeast inh: inconclusive; pAkt inh: inactive; Abeta yeast res: 0%; D3 antag: 5; aSyn rescue: 1%

What do the screens show for `O=C(NCc1ccc2c(c1)OCO2)C(C(=O)c1ccccc1)n1cc(Cl)ccc1=O` (configuration not stated)?
GLP1R inv ag: 10%; PTHR1 ag: 0%; GLP-1R agonist: 0%; TDP-43 yeast inh: 11%; pAkt inh: inactive; Abeta yeast res: 6%; D3 antag: 35; aSyn rescue: -8%

What do the screens show for `CCCCC1N2CC3([N+](=O)[O-])CN1CC([N+](=O)[O-])(C2)C3(C)C` (configuration not stated)?
FUS yeast rescue: -10%; GLP1R inv ag: 12%; PTHR1 ag: 35%; GLP-1R agonist: 1%; TDP-43 yeast inh: -10%; pAkt inh: inactive; Abeta yeast res: 7%; D3 antag: -21; aSyn rescue: -2%

Results for COc1ccc2cc(CCNC(=O)c3ccc(Br)o3)c(=O)[nH]c2c1 ?
FUS yeast rescue: 2%; GLP1R inv ag: -9%; PTHR1 ag: -80%[inhibitor]; GLP-1R agonist: 0%; TDP-43 yeast inh: 0%; pAkt inh: inactive; Abeta yeast res: inconclusive; D3 antag: 29; aSyn rescue: 8%

What do the screens show for `Cc1nn(CC(=O)NCC(C)c2ccccc2)c(=O)c2cccn12` (configuration not stated)?
FUS yeast rescue: -11%; GLP1R inv ag: 6%; PTHR1 ag: -20%; GLP-1R agonist: -1%; TDP-43 yeast inh: -4%; pAkt inh: inactive; Abeta yeast res: 5%; D3 antag: 0; aSyn rescue: 4%

What do the screens show for `CCCN(C(=O)c1cc(S(=O)(=O)N2CCCCCC2)ccc1OC)C1CCS(=O)(=O)C1` (configuration not stated)?
FUS yeast rescue: -1%; GLP1R inv ag: 7%; PTHR1 ag: inactive; GLP-1R agonist: 1%; TDP-43 yeast inh: 18%; pAkt inh: inactive; Abeta yeast res: -3%; D3 antag: -2; aSyn rescue: -5%

How did COc1ccc(Cn2cc(CN3CC(N4CC=CC4)CS3(=O)=O)nn2)cc1 (configuration not stated) do in these assays?
FUS yeast rescue: -10%; GLP1R inv ag: 12%; PTHR1 ag: -16%; GLP-1R agonist: -2%; TDP-43 yeast inh: 18%; pAkt inh: inactive; Abeta yeast res: -7%; D3 antag: 23; aSyn rescue: -8%

How did CCc1nnc(NC(=O)C(CC)CC)s1 do in these assays?
FUS yeast rescue: -5%; GLP1R inv ag: 15%; PTHR1 ag: -37%[inhibitor]; GLP-1R agonist: 1%; TDP-43 yeast inh: 2%; pAkt inh: inactive; Abeta yeast res: 4%; D3 antag: 23; aSyn rescue: 2%

What do the screens show for `Cc1ccc2nc(CSc3nc(C)nc4c3oc3ccccc34)[nH]c2c1`?
FUS yeast rescue: 14%; PTHR1 ag: inactive; GLP-1R agonist: 15%; Abeta yeast res: 12%

Results for COc1ccc(/C=N/NC(=O)c2cccs2)c2ccccc12 ?
FUS yeast rescue: 15%; GLP1R inv ag: -10%; PTHR1 ag: -34%[inhibitor]; GLP-1R agonist: 17%; TDP-43 yeast inh: inconclusive; pAkt inh: inactive; Abeta yeast res: 7%; D3 antag: -16; aSyn rescue: -14%

How did COc1ccc(S(=O)(=O)c2c(O)c(C)cc(NS(=O)(=O)c3ccc(Cl)cc3)c2C(C)C)cc1 do in these assays?
FUS yeast rescue: -4%; GLP1R inv ag: inconclusive; PTHR1 ag: -32%[inhibitor]; GLP-1R agonist: -6%; TDP-43 yeast inh: 13%; Abeta yeast res: 3%

How did COc1ccc(Br)cc1CNC(=O)c1ccc2c(c1)nc1n2CCCCC1 do in these assays?
FUS yeast rescue: 10%; GLP1R inv ag: inconclusive; PTHR1 ag: inactive; TDP-43 yeast inh: 7%; Abeta yeast res: 2%

Results for COC(=O)c1ccc(CSCc2ccc(C(=O)OC)o2)o1 ?
FUS yeast rescue: 10%; GLP1R inv ag: 11%; PTHR1 ag: -34%[inhibitor]; GLP-1R agonist: 5%; TDP-43 yeast inh: 18%; pAkt inh: inactive; Abeta yeast res: -18%; D3 antag: 0; aSyn rescue: -10%

What do the screens show for `O=C(CSc1nnc2c(n1)[nH]c1ccc(F)cc12)N1CCOCC1`?
FUS yeast rescue: 16%; GLP1R inv ag: inconclusive; PTHR1 ag: -1%; GLP-1R agonist: -8%; TDP-43 yeast inh: 5%; pAkt inh: inactive; Abeta yeast res: 9%; D3 antag: -7; aSyn rescue: 3%

How did COc1ccc(C)cc1NC1(c2ccccc2)C(=O)c2ccccc2C1=O do in these assays?
FUS yeast rescue: 8%; GLP1R inv ag: -15%; PTHR1 ag: inactive; GLP-1R agonist: 3%; TDP-43 yeast inh: 18%; Abeta yeast res: inconclusive; aSyn rescue: 8%

How did CCOC(=O)C1(Cc2ccc(OC)cc2)CCN(C(=O)c2ccoc2C)CC1 do in these assays?
FUS yeast rescue: 6%; GLP1R inv ag: inconclusive; PTHR1 ag: -42%[inhibitor]; GLP-1R agonist: -6%; TDP-43 yeast inh: 16%; pAkt inh: inactive; Abeta yeast res: 5%; D3 antag: -4; aSyn rescue: 14%

How did CCOc1ccccc1NC(=O)C1CCCN1C(=O)OCc1ccccc1 (configuration not stated) do in these assays?
FUS yeast rescue: 11%; GLP1R inv ag: inconclusive; PTHR1 ag: -22%; GLP-1R agonist: 3%; TDP-43 yeast inh: inconclusive; pAkt inh: inactive; Abeta yeast res: 29%; D3 antag: 5; aSyn rescue: 1%

Results for CN1C(=O)c2ccccc2Sc2ccc(NC(=O)N3CCN(c4ccccc4F)CC3)cc21 ?
FUS yeast rescue: -18%; GLP1R inv ag: -20%; PTHR1 ag: -18%; TDP-43 yeast inh: 0%; Abeta yeast res: -11%

What do the screens show for `Cc1cc(C)cc(N2C(=O)C=CC2=O)c1`?
GLP1R inv ag: inconclusive; PTHR1 ag: -33%[inhibitor]; GLP-1R agonist: -2%; TDP-43 yeast inh: -92%[inhibitor]; pAkt inh: inactive; Abeta yeast res: -84%[inhibitor]; D3 antag: -19; aSyn rescue: -76%[inhibitor]

What do the screens show for `Cc1ccc(C)c2[nH]c(=O)c(CN(Cc3ccco3)C(=S)NCC3CCCO3)cc12` (configuration not stated)?
FUS yeast rescue: 24%; GLP1R inv ag: inconclusive; PTHR1 ag: -9%; GLP-1R agonist: 13%; TDP-43 yeast inh: 16%; pAkt inh: inactive; Abeta yeast res: -3%; D3 antag: -1; aSyn rescue: 14%

Some of the compounds tested. The share of hits here may be higher or lower than overall.
